# From PubChem
# Measles CPE – protection of cells from measles virus; protection (pct of control), % at 4 µM; Measles virus-infected cells, CPE protection, absorbance; AID 841; hit rate 1.5% among 140,000; in the data active = protection mostly above about 24%, no sharp cut-off; inactive = mostly below about 26%; also: some compounds called inactive have numbers as strong as hits
# PTEN del growth – growth suppressors of cells with PTEN tumor suppressor deletion; HCT116 PTEN-null viability, CellTiter-Glo, 60 h; active compounds read low; viability, % at 10 µM; hit rate 1.2% among 140,000; AID 827;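 active = viability at or below a set limit, 4 SD under the median of all tested compounds, cut at about 3.7% in these data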;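 also: PTEN knockout HCT116 line with beta catenin targeted HCT116 as companion control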
# GALR2 antag – antagonists of human galanin receptor 2 (GALR2). GALR2-expressing cells, antagonist mode. inhibition, % at 4 µM. O43603. hit rate 0.39% among 140,000; in the data active = inhibition above about 27%;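 also: cells stimulated with galanin 1-16 at roughly its EC80; 0% = agonist challenge control and 100% = basal control without agonist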
# Target sequence (O43603 whole entry, looked up): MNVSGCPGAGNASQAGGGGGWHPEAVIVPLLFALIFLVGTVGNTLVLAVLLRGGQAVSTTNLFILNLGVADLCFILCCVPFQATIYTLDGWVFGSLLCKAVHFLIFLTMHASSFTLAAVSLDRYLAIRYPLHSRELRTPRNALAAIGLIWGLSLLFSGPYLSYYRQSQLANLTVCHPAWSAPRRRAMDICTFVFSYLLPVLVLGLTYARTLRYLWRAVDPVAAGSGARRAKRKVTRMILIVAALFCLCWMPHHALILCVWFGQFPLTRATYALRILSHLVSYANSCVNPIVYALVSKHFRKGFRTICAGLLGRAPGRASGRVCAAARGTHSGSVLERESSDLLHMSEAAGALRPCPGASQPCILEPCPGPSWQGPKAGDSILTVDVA
# MRP1 act – activates MRP-1; H69AR cells + doxorubicin, viability rescue, CellTiter-Glo; viability increase, % at 10 µM; hit rate 0.61% among 140,000; AID 799;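 active = viability gain under doxorubicin at or above a set limit, the compound median plus 3 SD, cut at about 4.7% in these data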;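 also: MRP-1 overexpressing cells given doxorubicin 25 µM after compound pretreatment; 18-22 h compound pretreatment then 72 h with doxorubicin before readout; 0% = doxorubicin-only wells and 100% = vehicle-treated cells without doxorubicin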
# Phagocyt inh – macrophage phagocytosis inhibition; J774A.1 macrophage IgG-bead phagocytosis, imaging; inhibition, % at 5 µM; hit rate 0.07% among 110,000; AID 1029;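 active = inhibition above the mean of the plate negative controls plus 5 SD, cut at about 13% in these data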;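 also: phagocytic index as fraction of beads internalized from green versus red external bead signal; plate controls were DMSO negative control for no effect and cytochalasin-D positive control for full effect; some results beyond the cut were filed as inactive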
# E-sel TNF inh – TNF alpha driven E-selectin expression inhibition; HUVEC TNFa-induced E-selectin immunofluorescence, high content; inhibition, % at 2 µM; hit rate 0.71% among 120,000; AID 1246;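 active = inhibition above the batch mean plus 3 SD, and confirmed as a hit on visual image review, cut at about 43% in these data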;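 also: 0% = TNF-stimulated DMSO wells and 100% = unstimulated control wells; not every result past the cut was called active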
# NPY-Y2 antag – blocks the human neuropeptide Y Y2 receptor; inhibition, % at 2.7 µM; AID 793; hit rate 0.99% among 140,000; NPY-Y2 expressing cells, antagonist mode; in the data active = inhibition above about 17%;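 also: 0% = vehicle with agonist challenge and 100% = reference antagonist with challenge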
# Target sequence (P49146 whole entry, looked up): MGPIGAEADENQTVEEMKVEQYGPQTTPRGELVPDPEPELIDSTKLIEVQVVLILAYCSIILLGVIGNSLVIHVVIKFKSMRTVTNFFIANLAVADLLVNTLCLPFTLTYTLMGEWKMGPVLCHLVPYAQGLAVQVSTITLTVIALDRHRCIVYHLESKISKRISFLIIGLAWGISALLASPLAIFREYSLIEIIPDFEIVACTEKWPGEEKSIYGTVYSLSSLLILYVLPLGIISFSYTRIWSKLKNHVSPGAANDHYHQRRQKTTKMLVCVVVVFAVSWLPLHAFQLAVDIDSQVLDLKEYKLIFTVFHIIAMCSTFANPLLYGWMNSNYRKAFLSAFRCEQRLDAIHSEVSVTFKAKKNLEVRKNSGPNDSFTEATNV
# Yeast lifespan up – yeast lifespan extension | S. cerevisiae growth with nicotinamide, OD615; deaD strain in restrictive glucose medium | hit rate 0.68% among 130,000 | inhibition of the nicotinamide effect, % at 10 µM;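 active = inhibition above a set limit, placed 3 SD over the median of all compounds, cut at about 26% in these data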;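 also: 0% = nicotinamide-treated wells and 100% = cells grown without nicotinamide; some compounds called inactive have numbers as strong as hits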
#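 Assay system: DeaD-strain S. cerevisiae. Medium: CSMM-D glucose medium, restrictive. Reagent: nicotinamide, 1.5 mM, co-present with compound. Compound: 10 µM single point, 0.25% DMSO. Schedule: culture preincubation 4 h, compound exposure 48 h, both 30 °C. Detection: absorbance at 615 nm.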
# Yeast growth inh – reduces growth of yeast BB579 in restrictive medium. S. cerevisiae BB579 growth, OD615, 48 h. inhibition, % at 10 µM. hit rate 0.51% among 140,000. AID 804;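 active = inhibition above a set limit, 3 SD over the mean compound inhibition, cut at about 44% in these data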; also: inactives centre near -24
#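 System: Saccharomyces cerevisiae DeaD strain BB579, replicative lifespan model yeast. Buffer or medium: restrictive glucose-based CSMM-D medium. Doses: one dose, 10 µM compound with 0.25% DMSO. Timing: 4 h preincubation and 48 h exposure at 30 °C. Detection: turbidity as optical density at 615 nm. Benchmarks: amphotericin B 10 µg/mL, positive.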
# bCat KO growth – beta-catenin-lacking colon tumor cell growth suppression. HCT116 beta-catenin knockout viability, CellTiter-Glo, 60 h; active compounds read low. viability, % at 10 µM. hit rate 1.5% among 140,000. AID 818;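 active = viability at or under a set limit, the compound median less 4 SD, cut at about 6% in these data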;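 also: 0% = Hyamine 1622 control at 20 µM and 100% = untreated cell control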
# Active calls of the source: *; . = no result given.
# Order of values: Measles CPE	PTEN del growth	GALR2 antag	MRP1 act	Phagocyt inh	E-sel TNF inh	NPY-Y2 antag	Yeast lifespan up	Yeast growth inh	bCat KO growth
CCn1c(SCC(=O)c2ccc(Cl)cc2)nnc1C(C)C
→ 9	109	-8	-2.2	0	.	3	-18	-47	94
Cc1ccc(N(C(=O)Cn2nnc(-c3cccs3)n2)C(C(=O)NC2CCCC2)c2ccncc2)cc1 (centres undefined)
→ 11	99	3	-1.1	.	-24	1	3	-67	83
CCn1c(=O)c2c(n3cnnc13)-c1ccccc1CC21CCCCC1
→ 10	65	0	-0.8	-1	-3	4	-9	-58	75
Cc1nc2c(ccc3c2ccc2nc(C)sc23)s1
→ 3	87	4	1.5	1	-2	2	-12	9	90
COc1cccc(C(=O)c2sc(NC(C)C)nc2N)c1
→ 8	4	40*	-3.4	.	-12	1	-5	-39	4.9*
CCOC(=O)C1CCN(CCC(=O)Nc2ccc(Cl)cc2)CC1
→ 7	93	3	0.1	1	15	-1	-4	-30	94
Nc1c(C(=O)NCc2ccco2)sc2nc3c(cc12)C(=O)CCC3
→ 3	98	17	-0.3	-1	11	2	-12	-33	95
COCCN1C(=O)N(c2cccc(C)c2)C(=O)C1CC(=O)Nc1ccc(F)cc1 (centres undefined)
→ 7	87	4	-2.2	0	80*	3	-20	-3	94
O=C(Nc1ccc2c(c1)OCO2)c1ccc[n+]([O-])c1
→ 7	95	-9	-1.2	-2	-20	0	-15	-47	99
CC(C)=C1SC(N2CCOCC2)=NC1=O
→ 3	99	24	-0.6	0	-9	1	-3	-34	86
Cc1ccc(N(C(=O)C2CCCO2)C2C=CS(=O)(=O)C2)cc1Cl (centres undefined)
→ 4	94	8	-1.8	-3	-22	1	-10	-15	95
CCn1c(SCC(=O)Nc2ccc3c(c2)c2ccccc2n3CC)nnc1-c1cnccn1
→ 5	63	0	-7.6	-1	7	1	-14	-5	38
CCCCn1c(CN2CCN(c3ccccc3)CC2)nc2c1c(=O)n(C)c(=O)n2C
→ 3	31	4	-1.8	0	.	15	-9	-12	22
CCCN1CC23C=CC(O2)C(C(=O)O)C3C1=O (centres undefined)
→ 17	98	2	-1.1	0	.	1	-3	-43	96
CCOC(=O)c1c(NC(=O)Nc2cccc(Cl)c2)sc(C)c1C
→ 10	99	-4	0.4	.	3	3	-5	-69	95
CCCc1cc(=O)[nH]c(SCc2ccc(C#N)cc2)n1
→ 2	91	0	-0.7	3	-13	2	-7	-1	103
CCOC(=O)c1c(C)[nH]c(C2=NNC(=Nc3ccccc3OC)SC2)c1C
→ .	14	-1	-5.7	-9	.	0	2	-19	22
Cn1c(NC(=O)Cc2ccc(F)cc2)cc(=O)n(C)c1=O
→ 8	95	2	-2.5	0	4	-2	-6	-25	92
COCCn1c(SCC(=O)N2CCCc3ccccc32)nnc1-c1ccco1
→ 2	94	5	-1.0	-2	-1	1	-10	-25	92
O=C(Nc1ccc(F)cc1F)c1ccccc1-c1ccccc1
→ 10	81	-4	-1.6	-8	-17	3	-3	-20	89
O=C(CCn1c(=O)sc2ccccc21)NCc1cccs1
→ 19	88	5	-1.9	.	14	2	.	-7	90
CCOC(=O)c1c(C)nc2sc3c(=O)[nH]cnc3c2c1-c1ccc(OC)cc1
→ 4	93	-6	-2.6	-3	9	1	4	-9	92
CCc1c(C)nc(SC)n(CC#N)c1=O
→ 8	108	1	0.0	0	-12	2	-8	-62	85
COc1ccc(-c2cc(-n3c(C(F)(F)F)nc4ccccc43)n(CCC#N)n2)cc1
→ 8	82	0	-1.0	0	-6	4	-17	0	85
O=C(Cc1coc2cc3c(cc12)CCC3)OCc1cc(=O)n2c(n1)sc1ccccc12
→ 5	96	-9	1.4	-2	5	10	-18	-57	98
O=S(=O)(c1ccccc1)c1cnc(-c2cccnc2)nc1-c1ccc(Cl)cc1Cl
→ 6	48	8	-2.0	.	-39	9	10	-49	43
COC(=O)c1cccc(NC(=O)CSc2nc(=O)cc(N)n2-c2ccccc2)c1
→ 0	88	0	-1.3	0	-4	-2	-6	-1	99
O=C1CCSc2ccc(Cl)cc2N1Cc1ccc(Cl)cc1
→ 2	80	2	-2.4	-3	-17	9	5	-44	85
O=C(Cn1ncc2c1-c1ccccc1OC2)N1CCN(Cc2ccc3c(c2)OCO3)CC1
→ 18	65	1	-3.5	1	0	1	-6	-11	64
CCCCNC(=O)C1CCC(CNS(=O)(=O)c2ccc(NC(C)=O)cc2)CC1 (centres undefined)
→ 8	90	-4	-2.2	-2	-9	1	0	-53	93
CCOc1ccccc1NC(=O)N1CCC(c2nc3ccc(C)cc3[nH]2)CC1
→ 21	84	8	-1.6	0	-25	6	-10	-22	94
CCCN1CCN(C(c2cc3cc(OCC)ccc3[nH]c2=O)c2nnnn2C2CCCCC2)CC1 (centres undefined)
→ 6	72	1	-3.4	0	13	1	-16	-10	73
CC(C)(C)NC(=O)NC(=O)COC(=O)CCC1CCCCC1
→ 7	90	-9	-0.5	0	11	4	-12	-5	93
COC(=O)c1cc(NC(=O)c2cccc(C(F)(F)F)c2)c(=O)oc1C/C=N/OCc1cccc(Cl)c1Cl
→ 6	90	-11	-1.7	0	0	1	-6	-27	108
COc1ccc(/C=C/c2ccncc2)cc1
→ 9	86	-11	1.7	-4	-7	2	-17	-13	85
Cc1ccc(S(=O)(=O)Nc2cc(C(=O)Nc3cc(C)cc(C)c3)ccc2Cl)cc1
→ 23	86	-8	-2.1	-1	40	2	-4	-11	97
CC(NC(=O)CSc1nnc(COc2ccccc2)o1)c1ccccc1 (centres undefined)
→ 19	99	-16	1.9	0	.	2	-4	-29	101
CN(Cc1cccc(Cl)c1Cl)C(=O)c1ccc(NC(=O)CC#N)cc1
→ 4	97	-13	-2.4	4	24	3	-4	-32	101
Fc1ccc(Oc2nc(-c3ccccc3)nnc2C(F)(F)F)cc1
→ 6	95	-8	-1.7	2	21	2	4	-14	90
COc1ccc(-c2nnc(SCC(=O)Nc3ncc(C)s3)n2-c2ccccc2)cc1OC
→ 8	38	-3	-2.7	0	-10	0	-5	-40	40
COCCn1c(Cc2ccccc2)nnc1SCc1ccc([N+](=O)[O-])cc1
→ 2	92	-6	-2.3	-6	32	5	4	-20	92
COc1cccc(-n2c(C)nc3c(cnn3-c3ccc(C)cc3)c2=O)c1
→ 6	85	6	0.8	-2	4	1	-8	-37	64
CCn1c(=O)cc(OCC(=O)NCc2cccnc2)c2ccccc21
→ 1	85	0	-3.5	2	.	1	9	-28	94
COCCNC(=O)c1c(N)n(-c2cccc(C)c2)c2nc3ccccc3nc12
→ 6	82	3	-2.6	3	.	-4	2	-28	92
Cc1[nH]nc2c1C(c1ccsc1)C(C#N)=C(N)O2 (centres undefined)
→ 5	92	-1	-1.9	-1	19	0	-5	-20	79
O=C(CCCC1=NS(=O)(=O)c2ccccc2N1)N1CCN(c2ccc(Cl)cc2)CC1
→ 5	75	-6	-1.9	.	-22	1	0	-18	91
O=C(Nc1ccccc1SCC1CSc2nc3ccccc3c(=O)n21)c1cccc(Cl)c1 (centres undefined)
→ 36*	79	0	-2.5	0	15	3	-12	-23	75
NC/C(=N\O)c1ccc(Cl)cc1Cl
→ 10	93	-2	1.2	0	-9	2	1	-22	92
CCn1c(SCC(=O)N2CCN(S(=O)(=O)c3ccccc3)CC2)nnc1-c1cccs1
→ 32	79	3	-0.8	.	4	3	-17	-34	84
COc1ccccc1NC(=O)CCc1c(C)[nH]c(=O)c(C#N)c1C
→ 7	93	14	0.6	.	-25	1	2	-25	105
C=CCc1cccc(/C=N/NC(=O)CCCNc2ccc(C)cc2)c1O
→ 36	52	-13	0.4	-10	69*	4	5	-31	57
CC(=O)C1=C(c2ccccc2)NC(=O)NC1c1ccccc1OCC(=O)Nc1ccccc1 (centres undefined)
→ 5	106	-3	-1.0	-1	-12	2	-2	-44	99
COC(=O)c1sccc1NC(=O)c1c(C)c(-c2cccc(Cl)c2)nc2ccccc12
→ 23	74	-3	0.1	-6	.	9	-2	-31	66
CC(=O)Nc1ccc(S(=O)(=O)N2CCC(N(C)CCC(C)C)CC2)cc1
→ 18	91	-9	-2.8	.	15	2	-8	-9	88
O=S(=O)(Nc1nc2ccccc2nc1N1CCc2ccccc2C1)c1ccc(Br)cc1
→ 24	62	21	-2.5	-7	.	6	9	36	64
Cc1ccsc1C1Nc2ccc3ncccc3c2C2=C1C(=O)CC(C)(C)C2 (centres undefined)
→ 6	11	-12	-6.0	7	5	10	-7	-48	11
C#C[C@]1(O)CC[C@H]2[C@@H]3CCC4=C(CCC(=O)C4)[C@H]3CC[C@@]21C
→ 22	89	-3	-2.5	.	.	2	9	-16	88
Cc1nn(-c2ccc(Cl)cc2)c2sc(C(=O)N3CCN(c4ccccn4)CC3)cc12
→ 8	95	5	-0.5	0	-11	4	-6	-33	92
CCn1ncc([N+](=O)[O-])c1C(=O)Nc1ccc(C(=O)N2CCCCC2)cc1
→ 4	88	13	-1.6	-5	1	1	3	-30	94
Cc1nc(CS(=O)(=O)c2ccc(Cl)cc2)cc(Sc2ccccc2Cl)n1
→ 10	91	-5	-0.2	0	27	3	8	-46	81

# Random excerpt: two compounds from above
# Order of values: Measles CPE	PTEN del growth	GALR2 antag	MRP1 act	Phagocyt inh	E-sel TNF inh	NPY-Y2 antag	Yeast lifespan up	Yeast growth inh	bCat KO growth
Cc1ccsc1C1Nc2ccc3ncccc3c2C2=C1C(=O)CC(C)(C)C2 (centres undefined)
→ 6	11	-12	-6.0	7	5	10	-7	-48	11
O=C(CCCC1=NS(=O)(=O)c2ccccc2N1)N1CCN(c2ccc(Cl)cc2)CC1
→ 5	75	-6	-1.9	.	-22	1	0	-18	91

# Later entries.
# Order of values: Measles CPE	PTEN del growth	GALR2 antag	MRP1 act	Phagocyt inh	E-sel TNF inh	NPY-Y2 antag	Yeast lifespan up	Yeast growth inh	bCat KO growth
O=c1cc(N2CCCCC2)c(-c2ccccc2)nn1Cc1ccc(Cl)cc1
→ 34	27	10	-1.1	.	-36	3	-7	-5	31
CCCCC(=O)c1ccc(O)cc1
→ 2	100	-1	-0.8	.	-7	2	-16	-61	100
CC(C)NC(=O)CCCn1c(=S)[nH]c2cc3c(cc2c1=O)OCO3
→ 2	97	11	-2.8	.	-8	1	-17	-15	90
COc1ccc(-c2oc3ncn(Cc4ccco4)c(=N)c3c2-c2ccc(OC)cc2)cc1
→ 6	43	-10	-5.8	-4	33	18*	-17	-11	56
CCN(Cc1ccccc1)C(=O)C1CCN(Cc2sccc2C)CC1
→ 5	84	7	-1.7	-2	8	3	7	-38	84
COc1ccc(CC(NC(C)=O)C(=O)NC2CCN(c3nnnn3-c3ccccc3)CC2)cc1 (centres undefined)
→ 8	101	10	-1.5	.	-5	0	-10	-18	95
O=C(Nn1cnnc1)c1cc2c(s1)CCCC2
→ 18	109	0	0.2	-2	13	2	-1	-45	90
COCC(=O)N(CCc1ccc(OC)cc1)Cc1nc2ccccc2c(=O)[nH]1
→ 3	83	-5	0.9	-1	-7	3	-11	11	81
CCc1nnc(NS(=O)(=O)c2ccc(NC(=S)NC(=O)c3ccc(OC)c(OC)c3)cc2)s1
→ 22	89	-8	-0.3	-10	.	3	-3	-31	96
